H37Rv inhibition: M. tuberculosis growth inhibition, HTS (AID 449762) | M. tuberculosis H37Rv growth inhibition, 7H9 media; higher % means a stronger effect | inhibition, % at 25 µM; hits with a dose series show IC50 in µM | 330,000 compounds, 0.59% hits; in the data active = a potency from the dose series; inconclusive = inhibition above about 70% without an active follow-up result;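 also: bacterial growth assessed after seven days of incubation; strong numbers were not always called active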
Salmonella PhoP GFP: PhoP regulon inhibitors, Salmonella typhi PhoP promoter GFP reporter, confirmatory (AID 1850); Salmonella Typhi PhoP-promoter GFP reporter, fluorescence, 4 h; higher % means a stronger effect; inhibition, % at 50 µM, or IC50 in µM where a hit was titrated; 310,000 compounds, 0.33% hits; in the data active = a potency from the dose series; inconclusive = inhibition mostly from about 25% at the one dose, without a potency; inactive = the rest, 99 in 100 with inhibition below about 19%;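 also: 0% = induced wells with vehicle and 100% = uninduced wells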
influenza NS1A: NS1A inhibition, H1N1 influenza, cell based functional assay (AID 504329); NS1A functional cell-based assay, percent inhibition; higher % means a stronger effect; inhibition, % at 12.5 µM; hits with a dose series show IC50 in µM; 340,000 compounds, 0.3% hits; in the data active = a potency from the dose series; inconclusive = inhibition above about 27% without an active follow-up result; also: strong numbers were not always called active
inhibitors of VEEV: inhibitors of VEEV TC-83 cytopathic effect, confirmation, Vero cells (AID 588727); Vero cells, VEEV TC-83 cytopathic effect inhibition; higher % means a stronger effect; 350,000 compounds, 0.13% hits; one-dose inhibition, % at 20 µM; IC50 in µM for titrated hits; in the data active = a potency from the dose series; inconclusive = inhibition mostly from about 14% at the one dose, without a potency; inactive = the rest, 99 in 100 with inhibition below about 12%; also: strong numbers were not always called active
tuberculosis growth: growth inhibition of non-replicating M. tuberculosis (AID 488890) | Mycobacterium tuberculosis non-replicating, growth inhibition; higher % means a stronger effect | inhibition, % at 25 µM; hits with a dose series show IC50 in µM | 320,000 compounds, 0.39% hits; in the data active = a potency from the dose series; inconclusive = inhibition mostly from about 82% at the one dose, without a potency; inactive = the rest, 99 in 100 with inhibition below about 76%;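 also: plate controls were DMSO cells for no effect and high antibiotic wells for full effect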
inhibitors of VEEV 10K pilot screen: further read-out of inhibitors of VEEV, marked with its call; inhibition, %; measured here: 10K pilot screen inhibition
* = called active by the depositor; i = inactive; ? = inconclusive; · = not tested or not shown.

SMILES	H37Rv inhibition	Salmonella PhoP GFP	influenza NS1A	inhibitors of VEEV	tuberculosis growth	others
CCC1CCCCN1CCCNC(=O)c1ccc(N2CCOCC2)c(NS(=O)(=O)c2ccc(OC)cc2)c1 (configuration not stated)	-4%	-20%	-2%	i	3%
Cc1cc(C)cc(N(C(C)C(=O)NCCC2=CCCCC2)S(C)(=O)=O)c1 (configuration not stated)	5%	2%	3%	0.1%	1%
CCN(CC)S(=O)(=O)c1ccc(C(=O)NCc2n[nH]c(=S)n2-c2ccccc2OC)cc1	-4%	-4%	-3%	1.1%	23%
COc1ccc(/C=C2\SC(=O)N(CCNC(=O)CCS(=O)(=O)c3ccc(C)cc3)C2=O)cc1	4%	-5%	-8%	10%	45%
Cc1ccccc1C(=O)N[C@H](C(=O)OCC(=O)NC1CC1)C(C)C	1%	·	1%	2.1%	-10%
COc1ccc(C)cc1-n1nnnc1SC/C(O)=C(\C#N)c1nc2ccccc2[nH]1	-1%	6%	2%	13%	7%
Cc1ccc(NC(=O)CCS(=O)(=O)c2cccc3nonc23)c(Cl)c1	1%	11%	-13%	3.2%	7%
O=C(NC(=S)N1CCc2ccccc21)c1ccc(Br)o1	5.6µM*	17%	-6%	i	?
CCCc1nnc(SCC(=O)N(CC)CC)n1CC1CCCO1 (configuration not stated)	-1%	-4%	-3%	0.9%	-1%
CN(c1ccc(OCC(=O)OCC(=O)c2c(N)n(C)c(=O)n(C)c2=O)cc1)S(=O)(=O)c1ccc2ccccc2c1	3%	4%	11%	0.6%	-2%
O=C(CNC(=O)c1ccco1)OCC(=O)c1ccc(Cl)cc1Cl	-2%	7%	10%	0.4%	16%
CCOc1ccc(S(=O)(=O)NCCC(=O)N2CCN(c3ncccn3)CC2)cc1	-16%	·	-4%	4.6%	5%
Cc1ccc(C)c(Cn2nnc3c(=O)[nH]c(C(=O)Nc4ccc(F)cc4)nc32)c1	13%	-3%	-5%	4.5%	56%
O=C1CCN(Cc2ccccc2)C=C1c1ccc(Cl)cc1	3%	·	-3%	i	58%
CC(C)C(=O)N1CCC2(CC1)Oc1ccc(Cl)cc1C(=O)C21CC(c2ccccc2)=NO1 (configuration not stated)	68µM*	-21%	-14%	4.4%	42%
Fc1ccccc1Cn1cc(C(=S)N2CCOCC2)c2ccccc21	-8%	16%	18%	0.9%	35%
CC(=O)c1cc(C)ccc1OC(=O)c1ccco1	0%	-6%	3%	i	18%
CC(=O)C[C@H](O)CC(=O)[C@@H]1OC(=O)CCCCCCCCc2ccccc21	-4%	·	5%	2.0%	-1%
CC(C(=O)NC1CCCCC1)N1C(=O)C2C3C=CC(C3)C2C1=O (configuration not stated)	-8%	-10%	-11%	1.0%	1%
COc1ccc(C(C)=O)cc1COC(=O)c1cc(C)nc2ccccc12	12%	0%	8%	7.5%	·
CC(C)Nc1ncnc2c1cnn2-c1ccc(Cl)cc1	9%	-3%	-3%	6.3%	·
CCSc1nnc(-c2ccccc2N=Cc2c(C)[nH]n(-c3ccccc3)c2=O)c(=O)[nH]1	3%	-8%	-1%	i	70%
Cc1ccc(S(=O)(=O)N2CCCc3cc(NC(=O)c4c(F)cccc4F)ccc32)cc1	5%	-14%	9%	1.6%	11%
CCc1ccccc1NC(=O)CN(c1cccc(OC)c1)S(C)(=O)=O	1%	-1%	-2%	0.4%	1%
CCc1nc2ccccc2n1Cc1ccc(F)cc1	-8%	1%	-2%	i	27%

An excerpt of the results above, as a working copy:
SMILES	H37Rv inhibition	Salmonella PhoP GFP	influenza NS1A	inhibitors of VEEV	tuberculosis growth	others
COc1ccc(C(C)=O)cc1COC(=O)c1cc(C)nc2ccccc12	12%	0%	8%	7.5%	·
CC(C)Nc1ncnc2c1cnn2-c1ccc(Cl)cc1	9%	-3%	-3%	6.3%	·
CCSc1nnc(-c2ccccc2N=Cc2c(C)[nH]n(-c3ccccc3)c2=O)c(=O)[nH]1	3%	-8%	-1%	i	70%
Cc1ccc(S(=O)(=O)N2CCCc3cc(NC(=O)c4c(F)cccc4F)ccc32)cc1	5%	-14%	9%	1.6%	11%
CCc1ccccc1NC(=O)CN(c1cccc(OC)c1)S(C)(=O)=O	1%	-1%	-2%	0.4%	1%
CCc1nc2ccccc2n1Cc1ccc(F)cc1	-8%	1%	-2%	i	27%

The listing picks up with the 4 entries that preceded the break.
SMILES	H37Rv inhibition	Salmonella PhoP GFP	influenza NS1A	inhibitors of VEEV	tuberculosis growth	others
CCSc1nnc(-c2ccccc2N=Cc2c(C)[nH]n(-c3ccccc3)c2=O)c(=O)[nH]1	3%	-8%	-1%	i	70%
Cc1ccc(S(=O)(=O)N2CCCc3cc(NC(=O)c4c(F)cccc4F)ccc32)cc1	5%	-14%	9%	1.6%	11%
CCc1ccccc1NC(=O)CN(c1cccc(OC)c1)S(C)(=O)=O	1%	-1%	-2%	0.4%	1%
CCc1nc2ccccc2n1Cc1ccc(F)cc1	-8%	1%	-2%	i	27%
COc1ccc2cc(C3(C)NC(=O)N(CC(=O)NCCC4=CCCCC4)C3=O)ccc2c1 (configuration not stated)	-5%	6%	-2%	0.9%	18%
Cc1cc(C)n(Cc2cnc(N3CCOCC3)s2)n1	-9%	9%	-4%	1.2%	-6%
O=c1[nH]n(-c2ccccc2)c(=O)c2ccccc12	6%	25%	4%	0.4%	·
CCOC(=O)N1CCN(C(=O)c2ccccc2CCc2ccccc2)CC1	-1%	6%	-2%	4.1%	4%
COc1cc(C)c(S(=O)(=O)N2CCN=C2c2ccccc2)cc1C	9%	-1%	5%	i	-15%
Cc1cccc2cc(CN(Cc3ccc(F)cc3)C(=O)N(C)C)c3nnnn3c12	-3%	-3%	-7%	1.6%	34%	inhibitors of VEEV 10K pilot screen=5.0
COc1ccccc1CN(C)C(=O)CN1CCN(S(=O)(=O)c2ccc3c(c2)OCCCO3)CC1	-11%	·	-4%	3.2%	20%
Nc1ccc2oc3ccc(N)cc3c(=O)c2c1	39%	-13%	0%	2.9%	3%
Cc1ccc(Cl)cc1NC(=O)CNC(=O)N1CC(=O)Nc2ccccc21	-6%	1%	4%	0.9%	14%
COc1ccc(S(=O)(=O)N2CC=C(C(=O)Nc3ccc(NC(C)=O)cc3)CC2)cc1	3%	-2%	-15%	1.2%	-2%
CC(=O)Nc1ccc(OCC(O)Cn2c3ccccc3c3ccccc32)c(C)c1 (configuration not stated)	18%	1%	2%	7.6%	32%
COC(=O)c1cc(S(=O)(=O)NCCCc2ccco2)c[nH]1	6%	4%	1%	0.9%	16%
CCOC(=O)N1CCN(C(=O)C2CCC(=O)N(Cc3ccc(Cl)cc3)C2)CC1 (configuration not stated)	-7%	-12%	-6%	1.0%	-8%
Cc1ccc(C)c(OCC(O)CN2CCc3ccccc3C2)c1C (configuration not stated)	6%	-1%	-17%	0.3%	10%
COc1ccc(-c2cc(C(=O)Nc3cc(Cl)ccc3OC)no2)cc1	8%	-15%	-10%	0.4%	20%
Cc1c2cnccc2c(C)c2c1oc1ccccc12	·	·	-16%	4.7%	·
Cc1cccc(C)c1NC1=NCCCS1	45%	-7%	-1%	2.5%	7%
O=C(C[n+]1cccc(CNC(=O)c2ccc(OC(F)F)cc2)c1)Nc1ccc(F)cc1	-10%	-3%	-4%	1.0%	15%
CCC(C)(C)n1nnnc1CN1CCC(NC(=O)c2ccc(Br)cc2)CC1	7%	3%	4%	9.6%	30%
Nc1cc2ccncc2c2ccccc12	38%	4%	-1%	?	65%
CS(=O)(=O)N1N=C(c2ccc(Br)cc2)CC1c1cccs1 (configuration not stated)	2%	-4%	20%	2.0%	3%
COc1ccccc1N(C)S(=O)(=O)c1ccc(C(=O)OCC(=O)NCC(F)(F)F)cc1	5%	7%	-4%	1.0%	5%
Cn1cc(C(=O)c2ccccc2)cc1-c1nc2ccccc2n1C	24%	-8%	-1%	7.3%	59%
C=C(C)C1CC=C(C)/C(=N\NC(=O)CCC(=O)Nc2ccc(C)c(C)c2)C1 (configuration not stated)	0%	-18%	-13%	2.9%	-4%
Cc1cccc(C(=O)NC2C(=O)NNC2c2ccc(Cl)cc2)c1 (configuration not stated)	15%	-9%	-8%	1.0%	10%
SMILES	H37Rv inhibition	Salmonella PhoP GFP	influenza NS1A	inhibitors of VEEV	tuberculosis growth	others
CCC(=O)Nc1ccc(N2CCCCC2)c(C(=O)Nc2ccccc2C)c1	5%	2%	0%	0.3%	14%
Oc1ccc(Br)cc1-c1cc(-c2ccc(Cl)cc2)n[nH]1	1%	20%	10%	2.7%	·
Cc1cc(C)c(C#N)c(SCCS(=O)(=O)c2ccc(C(C)(C)C)cc2)n1	1%	0%	23%	i	-9%
O=C(CCS(=O)(=O)c1ccc2c(c1)NC(=O)CS2)NCCc1ccc(Cl)cc1	7%	7%	-3%	3.7%	15%
COc1ccc(-n2nc3c(c2NC(=O)C2CC(=O)N(c4ccccc4)C2)CS(=O)(=O)C3)cc1 (configuration not stated)	-5%	-2%	-2%	2.4%	-14%
CCc1ccc(CN2CCC(n3nccc3NC(=O)c3ccccc3C)CC2)cc1	17%	12%	7%	5.8%	42%
O=C(CCCC(=O)c1ccccc1)NCCc1ccccc1	2%	8%	1%	0.1%	22%
COc1ccc(C(=O)OC(C(=O)c2ccccc2)c2ccccc2)cc1 (configuration not stated)	1%	-1%	31%	4.7%	1%
O=C(CSc1nc(=O)n2ccccc2n1)Nc1cccc2ccccc12	5%	-2%	-13%	8.9%	-7%
CC1CCC(NC(=O)c2cc(C3CC3)nn2-c2ccccc2)CC1 (configuration not stated)	22%	·	-1%	4.2%	46%
O=C(Cc1cccc(NC(=O)C2CCCN(C(=O)C3CCCC3)C2)c1)Nc1cccc(C(=O)N2CCCCC2)c1 (configuration not stated)	·	·	-6%	0.2%	·
O=C(Cc1ccccc1Cl)Nc1ccc(S(=O)(=O)N2CCOCC2)cc1	9%	2%	-1%	1.5%	3%
CC[n+]1ccccc1/C=C/Nc1ccccc1	5%	5%	-1%	i	3%
Cc1cccc(NC(=O)CSCc2c(C)noc2C)c1C	-7%	0%	5%	1.6%	-5%
COc1cc(CN2CCNC(=O)C2CC(=O)NC2CCCC2)cc(OC)c1 (configuration not stated)	0%	6%	-9%	2.9%	7%
CCOC(=O)C1CCN(S(=O)(=O)c2cccc(-c3cn4ccccc4n3)c2)CC1	-4%	7%	0%	6.6%	15%
O=c1[nH]nc(CNc2ccc(O)cc2)c2ccccc12	-5%	7%	6%	1.1%	5%
COc1ccc(-n2cnc3cc([N+](=O)[O-])ccc32)cc1	·	·	-4%	0.1%	·
C=CCNC(=O)C12CC3CC(C1)CC(C(=O)NCC=C)(C3)C2	-2%	-1%	-6%	i	-4%
CCc1ccc(C2CC(c3cccc(OC)c3)n3nc(N)nc3N2)cc1 (configuration not stated)	-1%	4%	3%	0.3%	38%
Cc1ccc(-c2cc(C(=O)N/N=C/c3c[nH]c4ccccc34)[nH]n2)cc1	·	·	-3%	10%	·
CC(=O)CCC(C)=O	-6%	·	-2%	0.3%	-5%
O=C(NC(=S)Nc1ccc(S(=O)(=O)N2CCCCCC2)cc1)c1cccs1	4%	-5%	7%	0.8%	-34%
Cc1cccc(C)c1OCc1nnc(SCC(=O)Nc2nccs2)n1-c1ccccc1	-11%	1%	-5%	i	8%
COc1ccc(-c2nn(-c3ccccc3)cc2/C=N/NS(=O)(=O)c2ccccc2)cc1	7%	7%	7%	7.1%	10%
SMILES	H37Rv inhibition	Salmonella PhoP GFP	influenza NS1A	inhibitors of VEEV	tuberculosis growth	others
COc1ccnc(N=CNOCc2cccc(Cl)c2Cl)c1C#N	-7%	-2%	-6%	4.5%	0%
CC(C)(CNC(=O)c1ccc(NS(=O)(=O)c2ccc(F)cc2)cc1)N1CCOCC1	2%	11%	-4%	0.2%	0%
CC(=O)N1CCN(C(C)=O)C1c1ccccc1	10%	-16%	-2%	i	11%
COc1ccc(OC)c(N(CC(=O)NN=C2CCN(C)CC2)S(=O)(=O)c2ccccc2)c1	-9%	-2%	-12%	0.8%	0%
CCCCOC(=O)Nc1nnc(CCc2ccccc2)s1	-6%	-12%	-5%	4.1%	29%
Cc1nnc(NC(=O)CSc2nnc(CNC(=O)c3ccc(S(=O)(=O)N(C)C)cc3)o2)s1	-6%	-4%	44%	1.4%	-16%
CC(COc1ccccc1Cc1ccccc1)N1CCCCC1 (configuration not stated)	7%	8%	·	·	35%
O=C(C1CCCCC1)N1CCN(S(=O)(=O)c2cccc([N+](=O)[O-])c2)CC1	5%	0%	-2%	0.8%	-9%
COc1cccc(C(=O)C2CCCN(Cc3cn(CC(N)=O)c4ccccc34)C2)c1 (configuration not stated)	-11%	1%	1%	2.4%	-1%
CCOc1cc(/C=N/Nc2nnc(C)n2N)ccc1OC(C)=O	-6%	5%	-7%	3.5%	3%

High-throughput results (PubChem)
